14-3-3 Bad inh: disrupts binding of bovine 14-3-3 zeta to phospho-Bad peptide; TR-FRET 14-3-3zeta/Dy647-pBad peptide displacement, 1 h; inhibition, % at 21.7 µM; hit rate 0.71% among 220,000;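 active means inhibition above about 70%, limit read from the data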;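 further: 0% = full 14-3-3 plus peptide FRET controls and 100% = background without 14-3-3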
Runt-SMMHC FRET: Runt domain-CBFb-SMMHC interaction inhibition; Q01196+Q13951; Cerulean-Runt/Venus-CBFb-SMMHC FRET ratio 530/480, 1 h; inhibition, % at 20 µM; hit rate 0.74% among 220,000; AID 1434;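 active means mean inhibition across duplicate retests at 20 µM reaching about 50%, limit read from the data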;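 further: 0% = DMSO wells and 100% = wells with excess untagged CBFb-SMMHC; inhibitors lower the FRET ratio by blocking Runt binding to CBFb-SMMHC; some results filed as inactive read as strong as hits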
Hck-Nef inh: inhibitors of human Hck kinase activated by Nef | P08631 | Recombinant Hck-YEEI plus Nef, Z-Lyte FRET kinase assay | inhibition, % at 20 µM | hit rate 0.68% among 220,000;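 active means Hck-Nef kinase inhibition above about 50%, limit read from the data; inactive means inhibition below that limit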;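 further: 0% = DMSO with Hck plus Nef and 100% = Hck alone without Nef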
Runt-CBFb FRET: Runt domain-CBFb interaction inhibition | Q01196+Q13951 | Cerulean-Runt/Venus-CBFb FRET ratio 530/480, 1 h | inhibition, % at 20 µM | hit rate 0.46% among 220,000 | AID 1496;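 active means inhibition over about 50% at 20 µM in the single-dose screen, limit read from the data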;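 further: 0% = DMSO wells and 100% = excess unlabeled CBFb competitor control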
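Doses: 20 µM compound in 1% DMSO | Material: Cerulean-labeled Runt domain protein | Amount: Each fluorescent fusion protein 100 nM | Schedule: Two 1 h room-temperature incubations shielded from light | Measured by: FRET fluorescence | Evaluation: Loss of energy transfer signal | Controls: Unlabeled CBFb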
FXIa inh: inhibitors of human coagulation factor XIa. purified FXIa, Boc-Glu-Ala-Arg-AMC fluorogenic substrate. inhibition, % at 5 µM. hit rate 0.14% among 220,000. P03951. AID 798;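 active means inhibition of at least 40%; inactive means inhibition below 40%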;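 further: fluorescence of freed AMC excited at 355 nm; 0% = enzyme without compound and 100% = no enzyme blank; many of its hits are not listed in these tables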
KLK5 inh: blocks human kallikrein 5 protease activity; Q9Y337; recombinant hK5, fluorogenic AMC substrate cleavage; inhibition, % at 5 µM; hit rate 0.59% among 210,000;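 active means inhibition of 40% or more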;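 further: 0% = enzyme controls without compound and 100% = no-enzyme blanks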
Target sequence (Q9Y337 67-293 limits assumed): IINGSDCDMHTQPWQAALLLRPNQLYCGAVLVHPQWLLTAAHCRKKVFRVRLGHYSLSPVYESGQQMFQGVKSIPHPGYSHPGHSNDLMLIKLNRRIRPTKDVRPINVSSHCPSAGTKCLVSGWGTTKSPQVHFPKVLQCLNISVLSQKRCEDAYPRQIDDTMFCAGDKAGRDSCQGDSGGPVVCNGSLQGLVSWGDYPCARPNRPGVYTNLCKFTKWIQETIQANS
FXIIa inh 1536: factor XIIa (human) inhibition | P00748 | inhibition, % at 5 µM | purified FXIIa, Boc-QGR-AMC fluorogenic substrate, 2 h | hit rate 0.3% among 220,000; in the data active means inhibition above about 40%;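 further: 0% = enzyme with no compound and 100% = blank without enzyme; many of its hits are not listed in these tables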
Thrombin inh: blocks human thrombin protease activity; P00734; hit rate 0.26% among 220,000; inhibition, % at 5 µM; alpha-thrombin, Boc-VPR-AMC fluorogenic substrate cleavage;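 active means inhibition at or above 40%; inactive means inhibition below 40%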;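 further: 0% = enzyme with no compound and 100% = wells without enzyme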
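System: human alpha-thrombin protein; Compound dosing: one concentration per compound, 5 µM, with 0.2% DMSO; Timing: reaction at room temperature; Technique: AMC fluorescence, 355/460 nm; Controls: enzyme without compound as high, wells lacking enzyme as low.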
Wee1 stabilizer: human Wee1 degradation inhibition, primary screen. hit rate 1.2% among 220,000. reporter increase, % at 5 µM. P30291. HeLa Luc-Wee1K328M stability, luciferase luminescence; 100% = proteasome inhibitor MG132 effect. AID 1321;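 active means activation above the mean of all tested compounds plus 3 SD, set per screening run, cut at about 8.8% in these data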;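 further: cells exposed to compound for 20 h before luminescence read; 0% = DMSO alone and 100% = MG132 at 30 µM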
Target sequence (P30291 whole entry K328M): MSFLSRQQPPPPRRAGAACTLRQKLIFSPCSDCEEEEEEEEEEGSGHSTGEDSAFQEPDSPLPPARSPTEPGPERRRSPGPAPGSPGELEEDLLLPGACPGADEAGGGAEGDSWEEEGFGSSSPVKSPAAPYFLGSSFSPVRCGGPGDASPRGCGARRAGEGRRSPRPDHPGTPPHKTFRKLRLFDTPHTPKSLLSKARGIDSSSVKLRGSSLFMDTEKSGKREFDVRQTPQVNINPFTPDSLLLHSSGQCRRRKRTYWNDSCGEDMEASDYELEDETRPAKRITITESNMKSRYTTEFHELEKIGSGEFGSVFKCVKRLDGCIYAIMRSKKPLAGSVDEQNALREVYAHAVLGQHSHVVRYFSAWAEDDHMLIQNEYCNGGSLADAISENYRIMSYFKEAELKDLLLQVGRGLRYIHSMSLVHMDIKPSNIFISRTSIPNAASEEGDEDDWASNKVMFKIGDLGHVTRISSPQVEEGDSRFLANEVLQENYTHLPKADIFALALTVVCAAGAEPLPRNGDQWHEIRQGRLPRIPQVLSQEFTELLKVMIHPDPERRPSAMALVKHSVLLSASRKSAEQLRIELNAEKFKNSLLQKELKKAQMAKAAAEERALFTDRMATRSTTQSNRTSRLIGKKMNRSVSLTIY
The depositor's hits bear a star; · = no result given; [ ] = dose if it differs, or a comment.

#	mol	14-3-3 Bad inh	Runt-SMMHC FRET	Hck-Nef inh	Runt-CBFb FRET	FXIa inh	KLK5 inh	FXIIa inh 1536	Thrombin inh	Wee1 stabilizer
1	COc1ccc(Cn2cnc3c(N)c(C)c(C)cc32)cc1	-14	-1	20	1	-1	-1	7	-12	7
2	Cc1cc(Cl)ccc1NNC(=O)CCc1ccccc1	-1	-1	-3	3	4	3	22	6	6
3	CCOC(=O)C1=C(C)OC(N)=C(C(=O)OCC)C1c1cccnc1 (stereo not drawn)	-9	-2	2	1	3	11	13	1	-3
4	O=C(Cc1csc(Nc2nc(=S)[nH]c3ccccc23)n1)NCc1cccc(Cl)c1	7	-36	6	-19	5	-163	15	6	-2
5	Cc1cccc2nc(CSCc3ccco3)cn12	-1[fluorescence artefact?]	1	5	6	-4	-23	-5	-6	-1
6	CCc1ccc(NC(=S)NNC(=O)c2ccccc2OC(F)F)cc1	-21	13	0	2	0	-61	-1	-9	5
7	O=S(=O)(NCc1ccc(F)cc1)c1cccc(S(=O)(=O)N2CCOCC2)c1	13	0	3	2	2	6	0	-9	-1
8	CC(NC(=O)c1ccc(Br)cc1)c1ccc2c(c1)CCCC2 (stereo not drawn)	6	-1	7	-1	2	-8	8	-6	-2
9	C1=CC2c3ccccc3NC(c3ccncc3)C2C1 (stereo not drawn)	-17	5	2	4	0	-20	14	-1	-1
10	CCOC(=O)c1cnc(SCC(=O)OC)nc1N	-3	-6	1	-1	-2	-7	5	-1	-2

Laid out differently: results already given
8) CC(NC(=O)c1ccc(Br)cc1)c1ccc2c(c1)CCCC2 (stereo not drawn)
  14-3-3 Bad inh: 6 | Runt-SMMHC FRET: -1 | Hck-Nef inh: 7 | Runt-CBFb FRET: -1 | FXIa inh: 2 | KLK5 inh: -8 | FXIIa inh 1536: 8 | Thrombin inh: -6 | Wee1 stabilizer: -2

10) CCOC(=O)c1cnc(SCC(=O)OC)nc1N
  14-3-3 Bad inh: -3 | Runt-SMMHC FRET: -6 | Hck-Nef inh: 1 | Runt-CBFb FRET: -1 | FXIa inh: -2 | KLK5 inh: -7 | FXIIa inh 1536: 5 | Thrombin inh: -1 | Wee1 stabilizer: -2

5) Cc1cccc2nc(CSCc3ccco3)cn12
  14-3-3 Bad inh: -1[fluorescence artefact?] | Runt-SMMHC FRET: 1 | Hck-Nef inh: 5 | Runt-CBFb FRET: 6 | FXIa inh: -4 | KLK5 inh: -23 | FXIIa inh 1536: -5 | Thrombin inh: -6 | Wee1 stabilizer: -1

4) O=C(Cc1csc(Nc2nc(=S)[nH]c3ccccc23)n1)NCc1cccc(Cl)c1
  14-3-3 Bad inh: 7 | Runt-SMMHC FRET: -36 | Hck-Nef inh: 6 | Runt-CBFb FRET: -19 | FXIa inh: 5 | KLK5 inh: -163 | FXIIa inh 1536: 15 | Thrombin inh: 6 | Wee1 stabilizer: -2

Following part
#	mol	14-3-3 Bad inh	Runt-SMMHC FRET	Hck-Nef inh	Runt-CBFb FRET	FXIa inh	KLK5 inh	FXIIa inh 1536	Thrombin inh	Wee1 stabilizer
11	CC[C@H](C)[C@H](NC(=O)[C@H](Cc1ccc(O)cc1)NC(=O)[C@@H](N)C(C)C)C(=O)N[C@@H](Cc1cnc[nH]1)C(=O)N1CCC[C@H]1C(=O)N[C@@H](Cc1ccccc1)C(=O)O	1	-4	-3	0	5	-8	14	-2	-4
12	Nn1cc(-c2ccccc2)nc1SCC(=O)NCC1CCCO1 (stereo not drawn)	-12	1	17	-2	1	4	10	-8	-1
13	CCC(=O)N1CCN(c2cc(N3CCN(C)CC3)c(F)cc2[N+](=O)[O-])CC1	0	2	1	-4	2	1	11	1	-1
14	CCOc1cccc(SCc2noc(C(=O)NCCOC)c2C(=O)O)c1	38	-2	1	-3	-2	2	3	-2	4
15	CCC(C)n1c(SCC(=O)NCc2ccco2)nnc1-c1cccc(S(=O)(=O)N2CCOCC2)c1 (stereo not drawn)	-9[fluorescence artefact?]	2	-8	0	-7	-26	12	-12	0
16	O=C(NCc1ccco1)C1CC(c2cc(C(F)(F)F)cc(C(F)(F)F)c2)=NO1 (stereo not drawn)	-2	2	29	1	-1	3	7	4	·
17	COc1ccc(N(C(=O)CCC(=O)Nc2cc(C)on2)C(C(=O)NC2CCCC2)c2ccco2)cc1 (stereo not drawn)	-7	-1	-44	0	4	3	·	-2	-2
18	CCS(=O)(=O)c1ccc2oc(SCC(=O)Nc3ccc(OC)c(OC)c3)nc2c1	-11	-4	24	0	-2	-2	2	-12	1
19	COc1ccc(C(C)=O)cc1CN1C(=O)NC(CC(C)C)C1=O (stereo not drawn)	-4	1	15	0	-7	-3	5	-28	-1
20	O=[N+]([O-])c1ccc(Oc2cccnc2)nc1	2	0	7	0	8	10	6	-1	2

Continuation:
#	mol	14-3-3 Bad inh	Runt-SMMHC FRET	Hck-Nef inh	Runt-CBFb FRET	FXIa inh	KLK5 inh	FXIIa inh 1536	Thrombin inh	Wee1 stabilizer
21	O=C1CSC(=S)N1Cc1cccnc1	-1	-6	3	-2	-2	-8	14	2	3
22	CCCCn1c(NC(=O)c2ccccc2)nc2ccccc21	0	2	2	0	1	-170	10	7	1
23	COc1ccnc(Oc2ccc(F)cc2)c1C(=O)N/C=N/OCc1c(Cl)cccc1Cl	-10	1	0	-3	-4	4	-8	-4	0
24	O=C(NNc1ccc(Cl)cc1)c1c(F)cccc1Cl	-2	-2	17	0	2	1	6	0	-2
25	COc1ccc(N2CCN(C(=O)CSc3nnc(-c4ccco4)n3C)CC2)cc1	-15	-2	24	2	0	-4	13	-6	2
26	COc1ccc([C@@H]2C[C@H](c3ccccc3)Oc3cc(C)cc(C)c32)cc1	-10	-1	23	0	-7	-7	-1	-10	·
27	Cc1cc(C)c(C)c(S(=O)(=O)NC(C(=O)O)C(C)C)c1C (stereo not drawn)	-8	4	23	-1	-1	1	7	4	2
28	COc1ccc([N+](=O)[O-])cc1NC(=O)c1ccccc1N(C)S(C)(=O)=O	-2	-14	11	0	1	·	11	1	3
29	Cc1ccc(OC(=O)CCC(=O)Nc2ccc(S(=O)(=O)Nc3cc(C)on3)cc2)cc1	9[fluorescence artefact?]	2	-22	1	21	-8	31	3	-1
30	O=C(CN1C(=O)CCC1=O)Nc1ccc2c3c(cccc13)CC2	-13[fluorescence artefact?]	-54	0	-1	6	-13	7	-5	-1

Continued.
#	mol	14-3-3 Bad inh	Runt-SMMHC FRET	Hck-Nef inh	Runt-CBFb FRET	FXIa inh	KLK5 inh	FXIIa inh 1536	Thrombin inh	Wee1 stabilizer
31	O=C(Nc1ccncc1)Nc1ccc(F)c(Cl)c1	2	-2	8	2	3	·	11	2	-3
32	Cc1ccc(-c2nn(-c3ccccc3)cc2NC(=O)CCl)cc1	-1	-7	-42	0	1	0	·	-7	1
33	CCc1nc(SCC(=O)NNC(=O)c2ccc(OC)cc2)c2ccccc2n1	-11	·	22	·	6	-3	6	-6	-3
34	O=C(Nc1ccccc1Cl)c1ccc2nsnc2c1	-9	-4	16	0	4	-1	13	·	-1
35	C/C(=N\NC(=O)c1c(Cl)cnn1C)c1cccc(NC(=O)COc2ccccc2)c1	-6	-3	-2	-2	-7	-21	-8	-4	1
36	CC(=O)NCCc1ccc(O)cc1	0	0	35	2	4	6	10	4	·
37	CCC(=O)NC(c1ccc(C)cc1)c1cc([N+](=O)[O-])c2cccnc2c1O (stereo not drawn)	-9[fluorescence artefact?]	8	0	29	9	-79	9	2	0
38	O=C(NNc1nc2c(F)cccc2s1)c1ccc(F)cc1	-14	3	26	18	2	-10	5	·	6
39	CCc1ccc(Nc2nnc(SCC(=O)Nc3cccc(S(=O)(=O)NC4=NCCCCC4)c3)s2)cc1	-25	0	2	-9	6	-17	10	-8	0
40	CCOc1ccc(Nc2nc(Cc3nnc(SCC(=O)NCC4CCCO4)n3C)cs2)cc1 (stereo not drawn)	4	1	1	5	-1	-16	10	-5	2

Going on with the list.
#	mol	14-3-3 Bad inh	Runt-SMMHC FRET	Hck-Nef inh	Runt-CBFb FRET	FXIa inh	KLK5 inh	FXIIa inh 1536	Thrombin inh	Wee1 stabilizer
41	CC1(C)Cc2c(ccc3ccccc23)/C(=C/C#N)N1	8	2	3	-1	2	3	1	-3	-1
42	Cc1ccsc1CNn1cnnc1SCc1ccc(Cl)cc1	7	2	12	-5	8	-5	14	1	3
43	CSc1ccc(CN(C)C(C)C(=O)Nc2ccc(F)c(F)c2F)cc1 (stereo not drawn)	-15	3	23	-1	-4	3	0	-15	-2
44	COc1cccc(-c2nn(C)c3sc(C(=O)N4CCN(c5ccccn5)CC4)cc23)c1	4	-19	0	-19	4	14	15	-5	8
45	CC(C)(C)C1=C(C#N)C(c2ccncc2)C(C#N)=C(N)O1 (stereo not drawn)	2[fluorescence artefact?]	-1	4	-1	7	-8	13	-8	4
46	c1ccc(-c2nc(-n3ccnc3)nc(-n3ccnc3)n2)cc1	-21	-5	1	1	5	4	23	2	2
47	Cc1ccc(-n2c(SCC(=O)Nc3cc(S(=O)(=O)N4CCOCC4)ccc3Cl)nc3ccccc3c2=O)cc1	-8	8	3	-1	7	-15	3	-1	-1
48	CCOC(=O)C1=C(N)OC(CCl)=C(C#N)C1c1ccsc1 (stereo not drawn)	-6[fluorescence artefact?]	-6	6	-1	5	-13	9	-2	3
49	Cc1cc(NC(=O)C(=O)NCCN2CCN(S(C)(=O)=O)CC2)ccc1Br	-10	2	8	1	4	-1	6	·	-4
50	COc1ccc(-c2nc(C#N)c(NCCCN3CCOCC3)o2)cc1	7	0	17	0	2	-86	5	-7	1

Following part.
#	mol	14-3-3 Bad inh	Runt-SMMHC FRET	Hck-Nef inh	Runt-CBFb FRET	FXIa inh	KLK5 inh	FXIIa inh 1536	Thrombin inh	Wee1 stabilizer
51	COCCn1c(-c2ccc(Cl)cc2)cnc1SCC(=O)NCc1cccs1	-12	0	0	-5	5	2	11	4	-2
52	CCN(Cc1ccccc1)c1ccc(/C=C(\C#N)c2ccccn2)cc1	11	-59	-1	-125	4	11	8	-5	1
53	CC(C)=C1C2CCC1C(C(=O)NCc1ccccc1)C2C(=O)O (stereo not drawn)	-5	-20	2	0	4	-12	17	2	1
54	C(=N\N(Cc1ccccc1)c1ccccc1)/c1ccco1	-5	-2	19	2	4	1	10	-11	-1
55	COCCCNC(=O)Cn1c(=O)n(CC(=O)NCCc2ccc(OC)c(OC)c2)c(=O)c2sccc21	-4	-6	25	1	1	2	6	-3	0
56	CCOC(=O)c1nn(-c2ccc(C)c(C)c2)cc1O	-24[fluorescence artefact?]	-1	6	0	-6	-26	-8	-11	1
57	CCOC(=O)c1c[nH]c(=O)c(Br)c1O	2	2	5	-1	5	-17	6	-3	-4
58	Cc1cnn(-c2cc(N/N=C/c3cccc(F)c3)ncn2)c1	-1	3	-2	2	-9	-14	-2	-9	-3
59	CCOC(=O)C1(Cc2cccc(OC)c2)CCCN(Cc2cnn(C)c2)C1 (stereo not drawn)	-3	-5	3	0	1	·	10	7	1
